V1R ag counter: agonists of human V1a receptor, primary screen, counter-screen for OXTR agonist project, fluorescence, CHO-V1R cells; Vasopressin V1a receptor (Homo sapiens), P37288; Fluo-8 calcium fluorescence, agonist mode; 0% DMSO, 100% 3 nM vasopressin; activation, % at 3 µM; 320,000 compounds, 0.25% hits; AID 2797, 2010;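 active = activation above the mean activation of all tested compounds plus 3 SD, per screening run, cut at about 20% in these data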;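 note: signal is peak over basal fluorescence ratio across a 100 second FLIPR read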
TAAR1 agonist: human TAAR1 agonists, primary screen, Fluo-8 calcium fluorescence, CHO RD-HGA16 cells. Trace amine-associated receptor 1 (Homo sapiens), Q96RJ0. vehicle wells 0%, saturating PEA agonist 100%. activation, % at 3 µM. 360,000 compounds, 0.99% hits. AID 624467, 2012;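 active = activation above the mean activation of all test compounds in the run plus 3 SD, cut at about 38% in these data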
Target sequence (Q96RJ0 whole entry, looked up): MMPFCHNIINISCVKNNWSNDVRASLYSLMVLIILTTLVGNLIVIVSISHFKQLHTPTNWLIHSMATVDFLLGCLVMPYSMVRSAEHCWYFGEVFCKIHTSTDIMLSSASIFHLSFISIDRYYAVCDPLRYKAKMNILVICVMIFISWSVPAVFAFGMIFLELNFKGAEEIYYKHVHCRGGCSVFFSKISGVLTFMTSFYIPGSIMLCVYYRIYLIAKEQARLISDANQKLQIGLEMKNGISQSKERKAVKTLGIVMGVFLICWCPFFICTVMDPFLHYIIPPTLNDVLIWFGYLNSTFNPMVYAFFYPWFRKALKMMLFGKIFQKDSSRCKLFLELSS
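Assay system – CHO-derived RD-HGA16 cells with stable Gα16 and human TAAR1 · Compound dosing – one-point dosing at 3 µM (nominal) · Incubation – 17-24 h seeding, 75 min 37 °C dye, 30 min RT · Measured by – kinetic Fluo-8 calcium fluorescence · Control set – DMSO vehicle as 0%, PEA at EC100 as 100% · Repeats – single well for each compound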
OXTR potentiator: human OXTR potentiators, primary screen, fluorescence, CHO-OTR cells, Fluo-8 calcium; AID 2445, 2010; Fluo-8 calcium fluorescence, potentiator mode; 0% = oxytocin EC15, 100% = EC100; activation, % at 3 µM; Oxytocin receptor (Homo sapiens), P30559; 320,000 compounds, 0.061% hits;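 active = activation above that plate's cutoff, the mean activation of tested compounds plus 3 SD, cut at about 6.6% in these data, passing the limit was not always enough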;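 note: 100% uses oxytocin at 75 nM as the full agonist control; some results filed as inactive read as strong as hits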
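Material: CHO-OTR cells, human receptor; compound dosing: single dose, 3.0 µM nominal final compound concentration; schedule: 6 min compound pre-incubation at room temperature, 100 s kinetic read; measured by: kinetic Fluo-8 calcium fluorescence; read-out basis: % activation vs EC15 and EC100 oxytocin; controls: EC15 oxytocin alone as 0%, 75 nM oxytocin as 100%; replicates: singlicate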
CHRM1 agonist: human M1 muscarinic receptor agonists, primary screen, Fluo-8 calcium fluorescence, CHO-K1 cells, HTS; Muscarinic acetylcholine receptor M1 (Homo sapiens), P11229; CHO-K1 hM1, agonist mode; 0% DMSO, 100% acetylcholine EC100; activation, % at 3 µM; 360,000 compounds, 0.33% hits;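 active = activation above the run's mean compound activation plus 3 SD, cut at about 16% in these data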;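 note: peak over basal fluorescence ratio within a 140 s kinetic read after compound addition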
Target sequence (P11229 whole entry, looked up): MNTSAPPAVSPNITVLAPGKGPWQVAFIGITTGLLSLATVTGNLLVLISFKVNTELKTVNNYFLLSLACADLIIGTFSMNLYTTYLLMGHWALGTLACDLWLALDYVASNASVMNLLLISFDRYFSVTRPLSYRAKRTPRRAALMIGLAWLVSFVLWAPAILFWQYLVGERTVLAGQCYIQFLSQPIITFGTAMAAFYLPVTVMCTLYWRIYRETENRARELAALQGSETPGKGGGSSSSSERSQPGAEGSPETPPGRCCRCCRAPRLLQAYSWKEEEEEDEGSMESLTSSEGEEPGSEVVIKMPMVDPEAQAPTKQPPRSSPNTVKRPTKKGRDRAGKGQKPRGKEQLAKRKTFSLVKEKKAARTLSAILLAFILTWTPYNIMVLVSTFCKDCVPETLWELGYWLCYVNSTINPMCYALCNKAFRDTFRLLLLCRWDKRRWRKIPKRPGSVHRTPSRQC
CHO parental Ca: ATP-evoked calcium signal inhibitors, parental CHO, primary screen, counter-screen for OX1R antagonist project, cell-based, fluorescence, Fluo-8 calcium dye; 330,000 compounds, 0.63% hits; inhibition, % at 5.6 µM; parental CHO-K1, ATP-induced calcium, Fluo-8 fluorescence;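 active = inhibition above that plate's mean sample inhibition plus 3 SD, cut at about 26% in these data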;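 note: 0% = ATP-challenged DMSO wells and 100% = DMSO wells without ATP; some compounds past the cut are filed as inactive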
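Assay system – parental CHO cells · Reagent – ATP stimulus · Detection – intracellular calcium via Fluo-8 no-wash fluorescent dye · Evaluation – percent inhibition of ATP-evoked calcium rise, normalized to controls · Controls – ATP wells versus no-ATP DMSO wells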
CHRM1 PAM: human M1 muscarinic receptor positive allosteric modulators, primary screen, CHO-K1 cells, Fluo-8 calcium fluorescence, 1536-well | Muscarinic acetylcholine receptor M1 (Homo sapiens), P11229 | CHO-K1 hM1, ACh EC20; 0% = ACh EC20, 100% = maximal ACh | 360,000 compounds, 0.088% hits | activation, % at 3 µM; in the data active = activation above about 19%, passing the limit was not always enough
TAAR1 antagonist: human TAAR1 antagonists, primary screen, Fluo-8 calcium fluorescence, CHO RD-HGA16 cells; Trace amine-associated receptor 1 (Homo sapiens), Q96RJ0; antagonist; inhibition, % at 3 µM; 360,000 compounds, 1.5% hits; AID 624466, 2012;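 active = inhibition above a per-plate cutoff, the mean inhibition of test compounds on that plate plus 3 SD, cut at about 49% in these data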;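 note: 0% = DMSO plus EC80 beta-PEA response and 100% = DMSO alone without agonist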
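Test system: hTAAR1-expressing CHO RD-HGA16 cells, Gα16-coupled; Probe or stimulus: EC80 β-phenethylamine stimulus; Compound dosing: single nominal final test compound concentration of 3 µM; Timing: 140 s kinetic read after compound, 140 s after agonist; Signal: Fluo-8 calcium-sensitive fluorescence; Measure: % inhibition of agonist calcium response; Controls: DMSO and EC80 PEA controls.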
CHRM1 antagonist: human M1 muscarinic receptor antagonists, primary screen, CHO-K1 cells, Fluo-8 calcium fluorescence, 1536-well | AID 588852, 2011 | inhibition, % at 3 µM | Muscarinic acetylcholine receptor M1 (Homo sapiens), P11229 | CHO-K1 hM1, ACh EC80 antagonist | 360,000 compounds, 1.3% hits;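 active = percent inhibition above its own plate's cutoff, namely the mean of that plate's compound wells plus 3 SD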;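 note: peak over basal fluorescence ratio during 140 s after agonist addition; 0% = ACh EC80 plus DMSO and 100% = DMSO alone without agonist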
OXTR agonist: human OXTR agonists, primary screen, fluorescence, CHO-OTR cells, Fluo-8 calcium. Oxytocin receptor (Homo sapiens), P30559. Fluo-8 calcium fluorescence; normalized: DMSO 0%, oxytocin 100%. activation, % at 3 µM. 320,000 compounds, 0.32% hits;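 active = activation above the mean of all tested compounds plus 3 SD, cutoff set per screening run, cut at about 20% in these data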;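 note: peak over basal fluorescence ratio from a 100 s FLIPR kinetic read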
* marks the source's active call; other numbers are inactive results; / = not tested or not shown. Rows are unselected, and some 3.7% of all compounds hit somewhere here.

SMILES	V1R ag counter	TAAR1 agonist	OXTR potentiator	CHRM1 agonist	CHO parental Ca	CHRM1 PAM	TAAR1 antagonist	CHRM1 antagonist	OXTR agonist
COc1ccc(-n2nc([N+](=O)[O-])c(=NCCC3=CCCCC3)n2O)cc1	-1.5	-4	-14	-8	-24	0	-7	2	-2.5
CCOC(=O)C(CC)(CCC(=O)O)c1csc(N)n1 (stereo not given)	1.0	12	-18	-3	12	6	-4	-2	1.2
O=C(CSc1ccc2c(c1)OCCO2)NCc1ccco1	-0.7	10	-11	0	-3	10	-9	-8	-1.3
Cc1cc(C)cc(OCC(=O)Nc2cccc(-c3nnc(-c4ccco4)o3)c2)c1	0.8	13	0	-4	-15	2	47	-2	-0.4
COc1ccc(-c2nc(S(=O)(=O)c3ccccc3)c(N3CCOCC3)o2)cc1	-0.5	2	-5	-3	0	10	-6	-2	-0.1
O=C(COC(=O)c1cc([N+](=O)[O-])ccc1N1CCOCC1)NCc1ccc(Cl)cc1Cl	0.1	0	-14	-5	-8	-5	-4	5	-0.4
COc1ccccc1C(=O)NNC(=O)c1ccc(Cl)cc1	0.4	0	-16	-4	-12	8	-6	-1	-1.1
Cc1ccc(NC(=S)N/N=C/c2cccn2Cc2ccccc2F)cc1	0.6	0	-6	-2	-5	-3	32	1	-0.6
COc1ccc(NC(=O)CN2C(=O)NC(C)(C3CC3)C2=O)cc1S(=O)(=O)N1CCCCC1 (stereo not given)	0.6	6	0	-3	-11	14	-18	-8	0.5
COC(=O)c1ccc(COc2ccc(/C=N/O)cc2OC)o1	-0.1	4	-1	-1	0	7	-6	-12	-0.6
CCOc1ccc2cc(C#N)c(SCC(=O)OC)nc2c1	-1.0	2	-1	-3	-7	1	-8	0	-2.4
CC1CC1C(=O)Nc1cc(S(=O)(=O)N2CCOCC2)ccc1N1CCCC1 (stereo not given)	-0.3	3	-7	-1	-2	14	8	-17	0.1
CC(C)C1=CC2=CCC3C(C)(C(=O)O)CCCC3(C)C2CC1 (stereo not given) (tested in a mixture with another compound)	-0.7	/	2	/	-24	/	/	/	-1.4
O=C(NN1C(=O)C2C3c4ccccc4C(c4ccccc43)C2C1=O)c1ccccc1 (stereo not given)	-0.2	-1	-5	-7	-7	3	-24	-7	-0.7
CCOC(=O)C1CCN(C/C=C/c2ccccc2OC)CC1	0.6	9	1	-6	-5	4	-17	-7	0.5
Cc1ccc(C(=O)Nc2nc(C)c(C)s2)o1	1.3	-1	2	-2	-15	3	-4	-5	1.3
CCOc1ccc(NC(=S)NNC(=O)c2ccc(Br)cc2)cc1	0.6	0	-10	-4	-8	1	-11	4	-0.5
CCCN(CCC)Cc1c(C(=O)N/N=C/CCc2ccccc2)nnn1-c1nonc1N	-0.3	1	-10	-10	-19	-3	-28	5	-1.5
FC(F)(F)c1nnc2ccc(-n3ccnc3)nn12	0.3	0	-5	-2	-3	13	9	-12	0.7
CCCCNC(=O)c1onc(CSc2cccc3ccccc23)c1C(=O)O	1.6	10	-12	2	0	0	-2	-7	2.7

Grouped by structure: those above containing fluorine.
SMILES	V1R ag counter	TAAR1 agonist	OXTR potentiator	CHRM1 agonist	CHO parental Ca	CHRM1 PAM	TAAR1 antagonist	CHRM1 antagonist	OXTR agonist
Cc1ccc(NC(=S)N/N=C/c2cccn2Cc2ccccc2F)cc1	0.6	0	-6	-2	-5	-3	32	1	-0.6
FC(F)(F)c1nnc2ccc(-n3ccnc3)nn12	0.3	0	-5	-2	-3	13	9	-12	0.7

Next section:
SMILES	V1R ag counter	TAAR1 agonist	OXTR potentiator	CHRM1 agonist	CHO parental Ca	CHRM1 PAM	TAAR1 antagonist	CHRM1 antagonist	OXTR agonist
O=C(CCn1c(=O)sc2ccccc21)NCc1cccs1	-0.9	4	-3	-7	-1	6	-4	-7	0.0
Cc1cc(C(=O)Nc2cnc3ccccc3c2)ccc1[N+](=O)[O-]	0.8	0	-3	-4	3	2	15	1	0.4
COc1ccc(-c2ccc(CN3C(CC(C)C)C(=O)N(Cc4cn(CC5CCCCC5)nn4)CCS3(=O)=O)cc2)cc1OC (stereo not given)	/	0	/	-2	/	-3	-7	-1	/
CCOC(=O)CC(NS(=O)(=O)c1ccc(OC)c(OC)c1)c1cccc([N+](=O)[O-])c1 (stereo not given)	1.5	3	-4	-6	-12	16	-13	-10	-1.4
CCN1CCCc2cc(CN(CCN3CCOCC3)C(=S)Nc3ccc(OC)c(OC)c3)ccc21	-0.2	-2	-4	-6	-26	12	-20	-17	1.4
CN(C(=O)c1nn(C)c2c1CSc1ccccc1-2)c1ccc(F)cc1	1.1	2	-4	-4	-24	10	-16	-7	-1.0
CCc1ccc(NC(=O)NCc2ccccn2)cc1	-0.6	0	-2	-4	9	5	-5	-7	-0.4
COc1ccc(Cl)cc1NC(=O)c1noc(C)c1[N+](=O)[O-]	0.7	/	-10	-2	0	7	/	-5	1.0
CNc1sc(C(=O)c2cccs2)c(N)c1-c1nc2ccccc2s1	4.6	21	-5	-1	-12	11	38	1	1.5
Cc1ccc(S(=O)(=O)Nc2ccc(O)c3ccccc23)c(C)c1	/	0	/	-1	/	-4	0	11	/
C[C@H](CO)N1C[C@H](C)[C@@H](CN(C)C(=O)Nc2ccc3c(c2)OCO3)Oc2c(NC(=O)c3ccncc3)cccc2C1=O	-0.1	7	-3	-3	-2	-7	26	13	-0.6
Cc1c(OCC(=O)NCC(O)c2ccccc2)ccc2c3c(c(=O)oc12)CCC3 (stereo not given)	5.0	5	-10	-11	-18	-9	-1	4	3.9
CC(C)C(NS(=O)(=O)c1ccccc1)C(=O)N1CCN(C(=O)c2ccco2)CC1 (stereo not given)	0.6	1	2	-3	-2	3	-10	-5	0.5
Cc1ccc(S(=O)(=O)N2CCC(C(=O)NCC3CCCCC3)CC2)cc1	3.0	1	1	-5	-11	18	-8	-18	0.3
CC1CCCCN1S(=O)(=O)c1csc(C(N)=O)c1 (stereo not given)	-0.3	1	-6	-3	-2	18	-17	-15	0.0
CCOC(=O)C1CCN(C(=O)COC(=O)c2c(C)c(CC)nc3ccccc23)CC1	-0.4	0	-9	-3	-28	5	40	-3	-0.5
O=C(NCCCn1ccnc1)C(Cc1ccccc1)N1C(=O)c2ccccc2C1=O (stereo not given)	-1.2	4	-4	-4	-9	3	-2	7	1.1
O=C(CN1C(=O)C2CCCCC2C1=O)NC1CCCc2ccccc21 (stereo not given)	/	1	/	-4	/	3	-17	-7	/
CCOc1cc(N2CCOCC2)c(OCC)cc1NC(=O)CN1CCC(Cc2ccccc2)CC1	0.2	7	-5	-4	-12	10	2	-8	-0.2
Cc1ccc(C(=O)NCC(=O)Nc2ccncc2)cc1C	2.8	5	-12	0	7	10	-19	-4	0.9
O=C(O)Cc1c[nH]c2ccc(O)cc12	0.0	2	-1	0	4	7	-6	-28	0.0
O=C(C1CCC(=O)N(C2CC2)C1)N1CCC(Oc2ccccc2F)CC1 (stereo not given)	-0.5	0	-5	-2	-2	10	-10	-11	-0.3
COCCN1C(=O)CCC1(C)C(=O)NC1CCCCC1 (stereo not given)	/	0	/	-2	/	-3	-5	-2	/
COc1cccc(/C=C2/C(=O)NN(c3ccc(C)c(C)c3)C2=O)c1	1.0	9	-1	-2	-10	7	1	-8	0.9
Cc1ccc(N2C(=O)CC(N3CCN(C4CCc5ccccc5C4)CC3)C2=O)cc1 (stereo not given)	-0.3	9	-16	-6	-35	-4	-10	4	-1.9
COCCNC(=O)CN(c1ccc(F)cc1)S(=O)(=O)c1ccc2c(c1)OCCO2	4.2	3	-9	-2	-1	11	-16	0	0.9
CCOC(=O)CSc1ccc(S(=O)(=O)N2CCCC2)cc1[N+](=O)[O-]	-0.3	1	-15	-5	-18	13	-12	-11	-1.2
Cc1c(N2C(=O)c3ccc(Br)cc3C2=O)c(=O)n(-c2ccccc2)n1C	-0.6	1	-12	-3	11	-19	-29	74*	-1.4
Cc1cc(C)nc(-n2nc(C)cc2NC(=O)c2ccc(F)cc2F)n1	-0.9	1	-3	-6	-18	6	10	-4	-1.0
COC(=O)C1(S(=O)(=O)c2cc(Br)cc3c2N(C(C)=O)CC3)CC1	0.5	/	-1	-3	-7	1	/	-3	-0.3
CC1(C)CC(=O)C(C2=NC3(CCCCC3)Cc3ccccc32)=C(O)C1	-1.1	0	1	-4	-18	-1	-14	9	-0.5
CCN(CC)C(=O)C1CC(=O)OC1(C)C (stereo not given)	0.2	9	3	-2	-7	-1	-14	0	-0.2
COc1cccc(-c2noc(C3CCCN(C(=O)c4ccccc4OC)C3)n2)c1 (stereo not given)	/	4	/	3	/	9	-41	-21	/
COc1ccc(Nc2ncnc3sc(-c4ccccc4)cc23)cc1	-1.2	8	0	-6	-17	1	10	-7	-1.1
Cc1cccc(NC(=O)CCCN=C2NS(=O)(=O)c3ccccc32)c1C	1.0	20	-8	5	-10	9	-2	-8	2.7
COc1ccc(CCNC(=O)CCOc2ccc(C(C)(C)C)cc2)cc1OC	4.2	0	-6	-1	-27	4	-8	-2	0.1
COCCCn1c(C(=O)NCCN2CCOCC2)cc2c(=O)n3cccc(C)c3nc21	-0.3	1	-5	-3	-4	-8	2	22	-0.2
CCCCS(=O)(=O)CC(COc1ccccc1)OC(=O)c1ccccc1 (stereo not given)	1.2	8	-12	-4	-5	-4	6	-11	-0.7
CCOc1ccc(-n2c(=O)c3sccc3n(CC(=O)NCCc3ccc(OC)c(OC)c3)c2=O)cc1	-0.6	0	-5	-4	-4	4	-24	-8	-2.7
